CAL PDZ FP-1 = CAL PDZ (human) peptide binding inhibition; purified CAL PDZ, TMR-peptide fluorescence polarization, 1 h; inhibition, % at 24.9 µM; 0.92% of 300,000 active; AID 602252;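 active = mean inhibition of at least 30% with at least half of replicates also reaching 30%; inconclusive = no clear call, values can overlap the other calls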;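 also: 0% = DMSO neutral control and 100% = excess unlabeled competitor peptide PRC23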
SR-BI HDL uptake = blocks mouse SR-BI lipid uptake from DiI-HDL | ldlA[mSR-BI] CHO cells, DiI-HDL uptake fluorescence, 3 h | inhibition, % at 12.5 µM | AID 488896 | 0.96% of 320,000 active | Q61009;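 active = mean replicate inhibition of at least 70% and a set share of replicates each scoring 70 or more; inconclusive = meets just one of the two criteria; inactive = fails both criteria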;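 also: 0% = median of neutral control wells and 100% = median of positive control wells; values of inactives mirror those of a sister screen read the other way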
Target sequence (Q61009 whole entry, looked up): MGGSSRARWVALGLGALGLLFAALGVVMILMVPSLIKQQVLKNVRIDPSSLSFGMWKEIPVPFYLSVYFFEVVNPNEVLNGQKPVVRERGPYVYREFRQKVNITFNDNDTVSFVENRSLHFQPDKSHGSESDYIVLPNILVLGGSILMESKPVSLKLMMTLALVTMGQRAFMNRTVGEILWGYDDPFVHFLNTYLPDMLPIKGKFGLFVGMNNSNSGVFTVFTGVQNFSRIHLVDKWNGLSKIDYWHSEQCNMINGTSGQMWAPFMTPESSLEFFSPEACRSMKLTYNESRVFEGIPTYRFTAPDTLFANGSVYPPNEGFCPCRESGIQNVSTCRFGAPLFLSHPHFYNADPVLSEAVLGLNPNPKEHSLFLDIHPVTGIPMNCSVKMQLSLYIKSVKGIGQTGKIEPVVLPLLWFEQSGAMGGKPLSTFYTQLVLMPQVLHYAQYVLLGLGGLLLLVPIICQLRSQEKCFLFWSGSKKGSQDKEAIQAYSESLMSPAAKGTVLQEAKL
AddAB inh = less growth of phage-infected E. coli with AddAB; E. coli expressing H. pylori AddAB, absorbance growth; inhibition, % at 11.9 µM; 0.29% of 330,000 active; in the data active = inhibition above about 12%;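 also: 0% = vehicle wells of infected cells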
CAL PDZ FP-2 = blocks peptide binding to human CAL PDZ domain; Q9HD26; purified CAL PDZ, TMR-peptide fluorescence polarization, 1 h; inhibition, % at 20 µM; 0.02% of 330,000 active; AID 504414;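 active = highest replicate inhibition of at least 40%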;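 also: plate controls were DMSO neutral control wells for no effect and unlabeled competitor peptide control wells for full effect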
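Material: tagged CAL PDZ domain; buffer or medium: 25 mM sodium phosphate pH 7.4, 150 mM NaCl, TCEP, IgG, Thesit; compound dosing: single point, 20 µM; schedule: 1 h incubation at room temperature before polarization reading; measured by: FP readout, S and P plane fluorescence; read-out basis: percent inhibition from loss of millipolarization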
SR-BI DiI-HDL act = activators of SR-BI mediated HDL lipid uptake; CHO ldlA[mSR-BI] cells, DiI-HDL uptake fluorescence, 3 h; 100 = double the neutral-control signal; activation, % at 12.5 µM; 0.096% of 320,000 active; AID 504775;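 active = mean replicate activation of at least 60% and every replicate at or above 60%; inconclusive = mean or all-replicate condition met, but not both; inactive = mean below 60% and not all replicates reaching 60%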;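 also: 0% = median plate neutral-control signal and 100% = twice that signal; values of inactives mirror those of a sister screen read the other way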
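System: LDL receptor-deficient CHO ldlA cells overexpressing murine SR-BI | Timing: 3 h uptake period with compound, 37 °C | Medium: HEPES-buffered (25 mM, pH 7.4) F12 plus 0.5% BSA | Dosing: Single-point compound dose | Signal: Bottom-read fluorescence, 550/595 nm | Read-out: Retained DiI signal reflecting DiI-HDL uptake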
Ecoli viability = counter-screen for AddAB inhibitors: E. coli growth inhibition | E. coli V3065 growth, OD600 absorbance, 18 h | inhibition, % at 11.9 µM | 0.27% of 330,000 active | AID 449728;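 active = inhibition above the campaign's mean inhibition across all tested compounds plus 3 SD, cut at about 9.9% in these data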;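 also: uninfected addAB+ strain grown without phage in ampicillin broth; 0% = DMSO wells and 100% = ciprofloxacin 0.95 µg/ml wells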
MITF TRPM1 HTS = MITF TRPM1 promoter activation in melanoma cells; AID 588334; activation, % at 12.5 µM; 0.75% of 300,000 active; SK-MEL-5 TRPM1-promoter luciferase, 24 h; % of positive control, neutral wells = 0;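 active = mean activation of at least 80% with every replicate also reaching 80%; inconclusive = mean reaches 80% but some replicate falls short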;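 also: 0% = neutral control wells and 100% = parthenolide positive control wells; values of inactives mirror those of a sister screen read the other way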
phage Ecoli inh = E. coli growth loss with phage present. growth absorbance. inhibition, % at 11.9 µM. 0.26% of 360,000 active; in the data active = inhibition above about 11%
Tat transport = E. coli Tat transport inhibition; 0.036% of 340,000 active; inhibition, % at 10 µM; E. coli MC4100 TorA-mCherry Tat export, fluorescence;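 active = mean replicate inhibition at least 50% and at least half of replicates individually reaching 50%; inconclusive = only one of the two criteria met; inactive = neither criterion met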;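 also: exported cargo escapes ClpAP degradation while cytoplasmic cargo is degraded and loses fluorescence; 0% = median of neutral control wells and 100% = median of NaSCN control wells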
Wnt bcat act = Wnt/beta-catenin pathway activation. Wnt/beta-catenin reporter cell assay, activator, plate reader. activation, % at 9.35 µM. 1.2% of 300,000 active; in the data active = activation above about 30%, passing the limit was not always enough; inconclusive = no clear call, values can overlap the other calls;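 also: 0% = neutral control wells and 100% = positive control wells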
* hit, by the source's call; ? = inconclusive; . = not tested or not shown.

SMILES	CAL PDZ FP-1	SR-BI HDL uptake	AddAB inh	CAL PDZ FP-2	SR-BI DiI-HDL act	Ecoli viability	MITF TRPM1 HTS	phage Ecoli inh	Tat transport	Wnt bcat act
COc1cccc(CN(C)C(=O)[C@@H](NC(=O)c2ccc(C)cc2)C(C)C)c1	-8	8	-0.7	-0.4	-8	0.7	-4	0.9	1	-3
CSC1=NC2(C[C@H]2c2ccccc2)C(=O)N1C (some centres undefined)	.	-18	1.5	-0.8	18	0.6	0	-1.5	7	1
CCN(CCO)c1ncnc2c1sc1nc(C(C)C)c3c(c12)CC(C)(C)OC3	-2	-4	0.0	-0.2	4	0.8	-11	2.1	0	-3
O=C(NC1CCS(=O)(=O)C1)/C(=C/c1ccco1)NC(=O)c1ccccc1 (centres undefined)	-6	-4	0.7	-0.1	4	-0.6	-1	3.7	0	0
O=C(c1ccc2c(=O)n(CCc3ccccc3)c(=O)[nH]c2c1)N1CCN(c2ccccc2)CC1	-2	3	2.6	-2.1	-3	0.3	12	.	-27	.
OCC1CCCCN1CCNCc1cn[nH]c1-c1cccc2ccccc12 (centres undefined)	3	.	3.0	-4.5	.	-1.0	8	0.6	1	-1
O=C(NN=Cc1ccc(F)c(F)c1)c1ccc(NS(=O)(=O)c2cccs2)cc1	-3	42	1.6	-0.6	-42	-0.1	4	3.6	0	-3
COCCN(C(=O)CSc1ncccn1)c1c(N)n(Cc2ccccc2)c(=O)[nH]c1=O	-1	-9	1.4	-3.2	9	-0.5	1	-0.7	-3	-1
COc1ccc(C(=O)C2CCCN(C(=O)c3ccc4nccnc4c3)C2)c(C)c1 (centres undefined)	1	-18	3.4	0.1	18	-0.2	2	3.1	8	1
O=C(NCC1CCCO1)c1cccc(Oc2c(Cl)cccc2[N+](=O)[O-])c1 (centres undefined)	-2	-13	-1.4	-2.2	13	-0.3	-7	2.5	7	-1
O=C(CSc1n[nH]c(-c2ccccc2F)n1)Nc1cc(F)ccc1F	-6	-1	0.3	-0.7	1	1.2	6	3.4	-5	-1
O=C(N/N=C/c1ccc2c(c1)OCO2)C(O)c1ccccc1 (centres undefined)	-4	-2	2.1	-2.2	2	3.8	15	2.0	5	.
CCc1ccc(NC(=O)C(=O)NNC(=O)c2cccs2)cc1	-8	-18	-0.3	-1.7	18	-6.7	20	-3.6	9	9
CCOC(=O)C1=CC[C@H]2c3c(c4ccccc4n3C)C(=O)C1N2S(=O)(=O)c1ccc(C)cc1	-4	-4	1.0	-0.7	4	-0.6	-4	3.5	-1	0
Cc1onc(C(=O)NCc2ccc(F)cc2)c1[N+](=O)[O-]	-2	5	-1.2	-1.3	-5	-1.3	3	5.5	?	-4
CCCCc1nc2cc(C(=O)N(C)C3CCOCC3)ccc2o1	0	-12	1.7	-1.3	12	2.5	77	-0.8	-4	?
O=C(Nc1ccc(-c2ccc(N3CCCCC3)nn2)cc1)c1ccco1	0	38	6.6	-3.5	-38	3.8	99*	6.0	4	22
N=c1ccn(Cc2ccc(Cl)cc2Cl)cc1	-4	-33	2.0	-0.7	33	-0.7	-22	4.2	21	.
Cc1ccc(/C=C(\C#N)C(=O)Nc2cccc3ncccc23)o1	.	20	1.9	-1.6	-20	-0.4	-3	2.5	2	-1
S=C(Nc1ccccc1Cl)N(Cc1ccccc1)Cc1cccnc1	-4	-11	-0.8	-1.3	11	0.0	4	1.9	2	-1
CC(=O)N/N=C/c1ccccc1OCCOc1cccc(C)c1	-2	6	-1.9	-0.7	-6	-1.4	.	0.5	2	2
NC(=O)c1ccccc1NC(=O)N1CCOCC1	-1	-7	0.2	0.7	7	-3.0	.	1.4	-8	0
CC1CC(C)C(=NNC(N)=O)C(C(O)CC2CCC(=O)NC2=O)C1 (centres undefined)	51*	-15	.	0.9	15	.	-17	3.8	-9	-10
O=C(COc1ccc(S(=O)(=O)N2CCCCC2)cc1)NC1CCCCC1	-7	-17	4.0	.	17	-1.2	2	3.5	-2	-3
CCn1c2ccccc2c2cc(NC(=O)COC(=O)c3cc(Cl)c(N)cc3OC)ccc21	1	.	-0.7	0.5	.	0.5	-6	0.0	-1	0
COc1ccc(C2NC(=O)C(C#N)=C(S)N2c2ccccc2)cc1OC (centres undefined)	-1	-1	2.4	-1.1	1	0.2	-6	-0.8	-2	-2
CCC(C)c1ccc(NC(=O)Nc2cnccn2)cc1 (centres undefined)	-1	36	1.2	-1.1	.	1.9	48	3.1	-12	7
Cc1cccc(Nc2nc3ccccc3n3nnnc23)c1	0	11	-3.3	-1.0	-11	-3.2	-8	4.2	-5	.
CN(C(=O)CSc1nncc2ccccc12)c1ccccc1	.	.	-2.9	.	.	-2.8	.	3.2	.	0
COc1ccc(-n2c(Cc3cccn3C)nnc2SCC(=O)NCc2ccccc2Cl)cc1	0	16	5.2	-1.6	-16	1.0	6	2.3	2	0
COC(=O)Cn1c2ccc(OC)cc2c2nc(C)sc21	8	-6	0.4	-1.0	6	-0.3	.	0.1	3	-4
COc1ccccc1CNC(=O)C(C)n1nc(C)c2c(C)n(-c3ccccc3)nc2c1=O (centres undefined)	5	-2	-1.7	-1.2	2	-2.8	2	0.4	-1	-1
CN(C(=O)CSc1nc2ccccc2o1)C1CCS(=O)(=O)C1 (centres undefined)	0	-8	2.5	0.5	8	0.2	26	3.9	2	5
CCOc1ccc(/C=C2\SC(=S)N(C(C(=O)O)c3ccccc3)C2=O)cc1OC (centres undefined)	-5	.	-0.6	-4.1	.	0.7	-4	-0.5	3	-3
O=C(C1=C[C@H](C2CCCCC2)C[C@H](OCCCCO)O1)N1CCN(Cc2ccccc2)CC1	24	-7	-3.4	-0.6	7	-1.9	-14	0.8	12	-4
O=C(O)CCCNC(=O)/C(=C\c1ccccc1F)NC(=O)c1ccccc1	0	-37	-0.9	-1.5	37	-0.6	-2	6.2	13	-3
Cc1ccccc1NC(=O)Cc1nnc(NC(=O)Nc2ccccc2F)s1	15	-15	4.4	0.4	15	1.5	.	3.1	-7	0
CCCCc1ccc(NC(=O)COc2ccc(C(=O)Nc3ccccc3OCC)cc2)cc1	0	62	1.1	0.3	-62	-0.3	-8	2.1	-7	.
O=C(COc1ccc2ccccc2c1)N1CCN(C(=O)c2ccco2)CC1	-4	22	-1.0	-3.1	-22	0.9	-3	2.5	-8	3
Cc1ccc(S(=O)(=O)N2CCN(C(=O)c3cc4c(C)nn(-c5ccccc5C)c4s3)CC2)cc1	-3	4	-0.9	-0.2	-4	1.1	0	0.5	6	.
CCCN(CC1CC1)C(=O)COC(=O)c1oc2c(F)cccc2c1C	-1	34	-0.1	-0.9	-34	0.2	4	4.0	-3	-2
CC(CC(=O)c1cccs1)CC(=O)c1cccs1	-4	7	1.4	-3.1	-7	-0.2	69	3.1	8	15
O=C(Nc1nnc(-c2ccc(Cl)cc2)o1)C1=COCCO1	-3	.	-0.3	0.2	.	-4.7	14	-0.4	-15	.
COc1ccccc1C(=O)NCC(=O)OCC(=O)Nc1ccc2[nH]c(=O)[nH]c2c1	.	0	-0.2	0.3	0	-0.1	-1	2.4	-1	-2
CC1CN(S(=O)(=O)c2ccc(C(=O)Nc3nc(-c4cc5ccccc5o4)cs3)cc2)CC(C)O1 (centres undefined)	-1	?	2.6	-1.7	-71	-1.3	-8	3.9	-2	-36
CC(=O)c1ccc2c(c1)c(C#N)c1ccccc1[n+]2[O-]	-2	-7	.	.	7	.	18	1.9	-6	4
Cc1ccccc1-c1cc(C(=O)Nc2sc(C(=O)OC(C)C)c(C)c2C#N)c2ccccc2n1	-3	68	6.2	-0.2	-68	0.0	-43	3.4	-1	-24
CCCCN(CCCC)CC(O)Cn1c2ccccc2c(=O)c2ccccc21 (centres undefined)	.	.	0.6	.	.	-0.6	.	2.4	.	11
COc1ccc(C2SCC(=O)N2Cc2ccccc2)cc1 (centres undefined)	-1	1	-0.2	0.5	-1	-0.6	.	-1.4	-6	-1
COc1ccc(C2=CC3=C(Br)C(=O)C(C)(OC(=O)C4CCCC4)C(=O)C3=CO2)cc1 (centres undefined)	-2	11	3.0	6.6	-11	1.2	7	.	3	.
CC(C)n1cc(NC(=O)C2CC(c3cccc(Br)c3)=NO2)cn1 (centres undefined)	0	15	0.0	-0.7	-15	0.0	-14	2.1	7	-4
CCC(NC(=O)CCc1c(C)c2cc3c(C)c(C)oc3cc2oc1=O)C(=O)N[C@@H](Cc1ccccc1)C(=O)O (some centres undefined)	-11	-21	4.2	-3.0	21	1.8	-7	3.1	0	-1
COc1ccc(CCN(C)C(=O)CSc2ncnc3sccc23)cc1OC	2	17	-1.2	-0.3	-17	-0.7	-2	4.5	12	-1
COCCNC(=O)C(=O)N/N=C(\C)CC(=O)Nc1cccnc1	-2	3	1.5	0.3	-3	1.8	-4	0.3	-5	2
CCC(CC)NC(=O)Cc1ccccc1[N+](=O)[O-]	-11	-3	1.6	1.0	3	-1.6	-3	3.0	13	.
CC(C)(C)OC(=O)N(CCc1ccccc1)Cc1cccc(OCc2cccc(NC(=O)C3CC3)c2)c1	-3	-12	.	-3.1	12	.	-10	3.8	-6	0
CC(=O)Nc1ccc(NC(=O)CSc2ncc(C(=O)Nc3ccc(F)cc3)c(=O)n2C)cc1	-8	8	-0.9	-2.6	-8	-1.4	-16	2.1	-3	-1
O=C(Nc1ccc(Cl)cc1)c1ccc(-c2ccccn2)s1	.	11	4.7	-0.5	-11	-1.2	.	-0.1	-8	39*
Cc1ccc(-c2nn(-c3ccccc3)cc2C(=O)N2CCN(C3CCS(=O)(=O)C3)CC2)cc1 (centres undefined)	1	-21	2.0	-0.2	21	-0.2	2	0.1	-1	-5
COC(=O)C1=C(C)N=c2s/c(=C/c3cccs3)c(=O)n2C1c1cccs1 (centres undefined)	-1	8	-0.3	-1.4	-8	-0.6	.	2.5	-4	-6
COc1ccccc1C(=O)Nc1ccccc1C(=O)N1C(C)CCCC1C (centres undefined)	-1	1	1.7	-2.9	-1	-2.2	-14	2.3	1	0

For reference, some entries already given.
SMILES	CAL PDZ FP-1	SR-BI HDL uptake	AddAB inh	CAL PDZ FP-2	SR-BI DiI-HDL act	Ecoli viability	MITF TRPM1 HTS	phage Ecoli inh	Tat transport	Wnt bcat act
COC(=O)C1=C(C)N=c2s/c(=C/c3cccs3)c(=O)n2C1c1cccs1 (centres undefined)	-1	8	-0.3	-1.4	-8	-0.6	.	2.5	-4	-6
COc1ccccc1C(=O)Nc1ccccc1C(=O)N1C(C)CCCC1C (centres undefined)	-1	1	1.7	-2.9	-1	-2.2	-14	2.3	1	0
